# Screening results as filed in PubChem.
# APP 5'UTR act = activates APP 5'UTR luciferase reporter. SH-SY5Y APP 5'UTR luciferase reporter, luminescence; zero percent = DMSO vehicle wells. 190,000 compounds, 1% hits. activation, % at 2 µM;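 active = activation above a set limit, based on mean plus 3 SD of controls, cut at about 140% in these data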; note: values of inactives mirror those of a sister screen read the other way
# RAM network inh = blocks the yeast RAM network; S. cerevisiae dse1pr::URA3 reporter, 5-FOA growth OD615, 2 d; analog-sensitive cbk1-as2 kinase mutant strain; inhibition, % at 50 µM; 190,000 compounds, 1.8% hits; AID 868;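 active = inhibition above a set limit, 3 SD over mean compound inhibition, cut at about 8.4% in these data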;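 note: 0% = DMSO-only wells with no growth and 100% = 10 µM 1-NA-PP1 full growth; inhibition rescues growth on 5-FOA so higher OD means more RAM inhibition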
# STAT1 activator = STAT1 signaling activation. NIH 3T3 STAT1-luciferase reporter, IFN-gamma, luminescence; 100% = IFN-gamma alone, no compound. activation (% of control), % at 5.5 µM. 200,000 compounds, 2.6% hits;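 active = activation above the screen-wide mean activation plus 3 SD, cut at about 130% in these data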;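 note: raw ratio to IFN-gamma control signal so 100% means no change and 0% no light; values of inactives mirror those of a sister screen read the other way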
# STAT3 inh = STAT3 signaling inhibition; AID 862; U3A cells, IL-6 STAT3-luciferase reporter, luminescence; host cell line lacks STAT1; inhibition, % at 5.5 µM; 190,000 compounds, 0.89% hits;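 active = inhibition above the mean inhibition across all screened compounds plus 3 SD, cut at about 44% in these data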;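 note: 0% = DMSO only wells and 100% = 100 µM nifuroxazide control wells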
# Hsp70 activator = Hsp70 transcriptional activation, primary screen | HeLa Hsp70 promoter luciferase reporter, luminescence; scaled: vehicle 0, proteasome-inhibitor control 100% | activation, % at 10 µM | 200,000 compounds, 0.04% hits;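 active = activation above the mean across all tested compounds plus 3 SD, cutoff set per campaign, cut at about 5.5% in these data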;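 note: 100% = MG132 at 30 µM as the positive control and 0% = DMSO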
# STAT1 blocker = reduces IFN-gamma driven STAT1 reporter signal. NIH 3T3 STAT1-luciferase reporter, luminescence. inhibition, % at 5.5 µM. AID 920. 200,000 compounds, 0.35% hits;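 active = inhibition above a set limit, the mean inhibition across all tested compounds plus 3 SD, cut at about 34% in these data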;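 note: 0% = IFN-gamma with DMSO and 100% = IFN-gamma with 300 µM nifuroxazide; values of inactives mirror those of a sister screen read the other way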
# FLuc inhib CS = inhibits firefly luciferase, flagging false hits in luciferase inhibition screens; P08659; ATPLite firefly luciferase biochemical luminescence, 10 min; inhibition, % at 10 µM; 200,000 compounds, 1.5% hits; AID 1006;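 active = inhibition above about 50% when tested at 10 µM, limit read from the data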
# Target sequence (P08659 whole entry, looked up): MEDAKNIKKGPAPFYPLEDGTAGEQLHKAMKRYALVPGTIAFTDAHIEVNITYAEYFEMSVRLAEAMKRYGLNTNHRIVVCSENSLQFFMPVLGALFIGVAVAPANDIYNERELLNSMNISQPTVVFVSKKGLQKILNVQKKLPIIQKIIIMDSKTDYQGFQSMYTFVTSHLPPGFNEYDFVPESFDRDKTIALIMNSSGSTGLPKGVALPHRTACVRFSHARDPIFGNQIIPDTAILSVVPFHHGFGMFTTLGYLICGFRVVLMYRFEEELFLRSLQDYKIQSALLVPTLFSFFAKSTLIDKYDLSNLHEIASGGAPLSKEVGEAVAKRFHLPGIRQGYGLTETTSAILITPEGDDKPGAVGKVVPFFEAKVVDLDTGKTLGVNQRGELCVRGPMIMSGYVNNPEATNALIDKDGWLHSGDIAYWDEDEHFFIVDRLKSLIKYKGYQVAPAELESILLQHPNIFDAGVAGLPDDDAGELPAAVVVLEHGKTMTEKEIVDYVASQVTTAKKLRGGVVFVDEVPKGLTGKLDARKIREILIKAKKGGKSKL
# APP 5UTR inh = APP translation inhibition | SH-SY5Y APP 5'UTR-luciferase reporter, luminescence | 190,000 compounds, 0.82% hits | inhibition, % at 2 µM;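 active = inhibition above a set limit, derived from the sample mean plus 3 SD, cut at about 45% in these data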; note: values of inactives mirror those of a sister screen read the other way
# NF-kB neuron act = compounds increasing NF-kB expression in human neuronal cells; NF-kB reporter expression; active compounds read high; 190,000 compounds, 1.6% hits; AID 1239; fold change at 12.5 µM; in the data active = fold change above about 3.3
# STAT3 activator = increases IL-6 driven STAT3 reporter signal. 190,000 compounds, 0.91% hits. AID 871. U3A cells, IL-6 STAT3-luciferase reporter, luminescence; 100% = signal with IL-6 EC80 alone. activation (% of control), % at 5.6 µM;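 active = activation above the screen-wide mean of compound activation plus 3 SD, cut at about 130% in these data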;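 note: 0% = background luminescence of wells with medium and substrate only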
#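 Material: STAT3-luciferase reporter U3A cells; Probe or stimulus: IL-6 (33 ng/mL); Incubation: compound pre-incubation 1 h before IL-6, then 6 h stimulation at 37 °C; Technique: luminescence from STAT3-driven luciferase reporter; Evaluation: % activation versus median of IL-6-stimulated wells; Controls: IL-6-only high control.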
# * marks the source's active call; other numbers are inactive results; / = not tested or not shown; & = joins results of further samples. Rows are unselected. Share with any hit: about 7.7%.
smiles	APP 5'UTR act	RAM network inh	STAT1 activator	STAT3 inh	Hsp70 activator	STAT1 blocker	FLuc inhib CS	APP 5UTR inh	NF-kB neuron act	STAT3 activator
COc1ccc(S(=O)(=O)N2Cc3ccccc3CC2C(=O)Nc2nccs2)cc1 (configuration not stated)	180*	2.2	121	-46	0.0	-23	-4	-180	1.6	140*
CCOc1ccc(CNC(=O)c2ccc(Sc3ccc(C)cc3)c(NC(C)=O)c2)cc1	-3	5.7	101	-2	0.0	-1	-7	3	0.85	101
CCCCNC(=S)NNC(=O)c1c(C)nc2ccccn12	-3	-0.1	97	2	-0.1	1	-4	3	1	100
O=c1oc2c(CN3CCOCC3)c(O)ccc2c2ccccc12	27	0.3	103	-2	-0.2	-4	4	-27	1.4	104
COC(=O)Nc1ccc2c(c1)N(C(=O)CCN1CCN3CCCC3C1)c1ccccc1CC2 (configuration not stated)	-6&19	0.0&1.2	100&99	-1&-2	-0.1&-0.3	2&2	-7&1	6&-19	1.2&1.2	106&102
CCOC(=O)Cc1nnc(NC(=O)Nc2ccccc2)s1	-7	0.8	96	25	-0.3	5	-2	7	1.2	84
COc1ccc2c(COC(=O)CNC(=O)C34CC5CC(CC(C5)C3)C4)cc(=O)oc2c1	-14	2.0	100	-7	-0.3	1	-17	14	1.1	106
COCCNC(=S)N1CCN(c2cccc(C(F)(F)F)c2)CC1	-2	0.9	94	15	-0.1	6	-4	2	0.87	91
O=C(Nc1cc(C(F)(F)F)ccc1F)C1CCCCC1	-13	1.3	105	-2	-0.4	-3	-6	13	0.98	102
O=C(O)C1=C[C@H](C2CC2)C[C@H](OCCCCO)O1	-8	0.5	96	/	-0.3	6	-9	8	1.2	/
COc1ccc2c(c1OC)C(=O)OC2Nc1nc(-c2cc3cc([N+](=O)[O-])ccc3oc2=O)cs1 (configuration not stated)	21	2.0	97	8	-0.3	4	-5	-21	1.3	90
COc1ccc(CCCC(=O)O)c(C)c1	-3	0.8	96	3	-0.2	5	-8	3	1.2	101
Cc1cc(C)c(C#N)c(SCC(=O)N2CCCCC2)n1	8	0.5	94	18	-0.1	7	-6	-8	1.1	89
O=C(NCCCN1CCOCC1)C1CCC(=O)N1C1CCCCC1 (configuration not stated)	-27	-0.1	99	6	-0.3	1	-8	27	1.2	101
CCOCC(=O)Nc1nc2ccc(OCC)cc2s1	84	-0.6	152*	28	-0.2	-56	24	-84	2.8	78
CC(C)CNC(=S)NC1CC2CCCC(C1)N2Cc1cccs1 (configuration not stated)	-8	-0.4	95	8	0.0	6	3	8	0.9	97
CC/C(=N\NC(=O)c1c[nH]c2ccccc12)c1cccs1	96	0.3	136*	-12	-0.1	-41	32	-96	2.1	115
CCOC(=O)CC1=NN(c2ccccc2)C(=O)/C1=C\c1ccc(OC)cc1OC	11	6.3	102	-3	-0.5	-2	-8	-10	0.91	103
Cc1ccc(Oc2nc(-c3cccnc3)nc3ccccc23)c([N+](=O)[O-])n1	-26	3.2	98	10	-0.4	2	-4	26	1.2	96
Cc1ccc(NC(=O)C[n+]2ccccc2)cc1[N+](=O)[O-]	13	-0.6	113	-4	0.4	-14	-8	-13	1.1	112
N=c1c[n+](-c2ccc(Cl)cc2)[n-]o1	18	0.4	102	12	0.1	-2	3	-18	1.1	98
Cc1ccc(CS(=O)(=O)c2ccccc2-c2nnc(-c3ccc(Cl)cc3)o2)cc1	16	4.9	102	8	0.1	-3	-4	-16	1.1	102
CCOC(=O)C(NC(=O)c1ccccc1F)(Nc1cc(C)on1)C(F)(F)F (configuration not stated)	-20	-0.3	103	-4	-0.7	-3	-2	20	1.8	107
COc1ccc(NC(=S)NCCc2ccc(Cl)cc2)c(OC)c1	-4	0.4	100	10	-0.4	-1	-2	4	1	95
O=[N+]([O-])c1ccc(CN2CCOCCOCCOCC2)cc1	9	0.6	99	-3	-0.5	1	0	-9	1.9	102
CCN(CC)CCN(C(=O)CCOc1ccccc1)c1nc2ccc(F)cc2s1	25	0.4	103	11	-0.1	-4	-3	-25	1	101
Cc1ccccc1Cc1c(C)nc2ncnn2c1C	6	0.6	90	7	-0.3	11	-9	-6	1	96
O=C(COC(=O)CCSc1ccccc1)Nc1ccc(F)cc1Cl	1	-0.3	95	4	-0.2	5	-1	-1	1.3	97
N#CC1(C#N)C(c2ccccc2)OC23CCCCC2C1(C#N)C(=N)O3 (configuration not stated)	10	0.9	98	11	-0.2	3	-2	-10	0.93	93
CC(C)C(C(=O)N1CCOCC1)N1C(=O)c2ccccc2C1=O (configuration not stated)	6	1.7	98	8	0.2	3	-5	-6	1	94
C=CCSc1nc2c(c(=O)[nH]c(=O)n2C)n1C/C=C(/C)Cl	8	1.4	101	-6	-0.3	-1	-11	-8	0.85	108
Cc1ccc(C(=O)/C=C/Nc2ccc3c(c2)OCO3)cc1	95	1.5	132*	56*	-0.1	-28	80*	-95	6*	54
O=C(NC1CCCC1)c1ccc(CS(=O)(=O)c2ccc(Br)cc2)o1	0	1.4	95	4	-0.1	6	-6	0	0.88	105
CCC(C)NC(=O)c1cc(C)no1 (configuration not stated)	-7	1.6	97	-2	-0.4	2	-1	7	1.1	102
CC(C(=O)Nc1ccccc1-c1ccccc1)N1CCN(Cc2ccccc2)CC1 (configuration not stated)	47	-0.7	96	4	-0.2	4	-8	-48	0.99	99
Oc1ccccc1-c1nc(NCCN2CCOCC2)c2ccccc2n1	-5	-0.1	117	15	0.1	-19	-3	5	0.49	90
Cc1ccc2nc(/C(C#N)=C\c3ccc(N4CCCCC4)c([N+](=O)[O-])c3)[nH]c2c1	1	2.5	96	11	0.3	4	3	-1	0.62	90
COc1cc(OC)c(NC(=O)c2cccc(F)c2)cc1Cl	-1	2.9	107	-21	-0.2	-8	-1	1	1.2	120
COc1ccc(OCCSc2nnc3c(Cl)cc(Cl)cn23)cc1	5	1.4	96	34	-0.4	5	2	-5	1.3	73
CCOc1ccc(N/C(SCc2cccc([N+](=O)[O-])c2)=C(/C#N)C(N)=O)cc1	-10	6.1	87	4	-0.6	13	-6	10	1.1	98
CN1CCc2nc(SCCOc3ccccc3)c(C#N)cc2C1	1	5.5	98	4	-0.2	5	-3	-1	1.4	98
CCOC(=O)c1c(NC(=O)c2nc3n(n2)C(C(F)F)CC(C)N3)sc2c1CCCC2 (configuration not stated)	18	5.6	100	7	0.4	1	-3	-18	1.4	95
CCC(=O)N(Cc1ccc(C)cc1)Cc1cc2cc3c(cc2[nH]c1=O)OCO3	12	1.9	99	12	-0.1	1	-9	-12	0.69	94
CC1Cc2cccc3c(O)c(C(=O)c4nn[nH]n4)c(=O)n1c23 (configuration not stated)	-9	-0.6	94	6	-0.5	6	-4	9	1.1	95
CC(OC(=O)c1ccccc1O)C(=O)Nc1ccc(Cl)cn1 (configuration not stated)	19	2.6	84	-3	0.5	17	-1	-19	1.1	109
COc1ccc2c(c1)-c1c(sn(-c3ccccc3)c1=S)C(C)(C)N2	4	5.2	100	2	-0.4	0	-5	-4	1.1	97
COc1ccc(NC(=O)C(c2ccccn2)N(C(C)=O)c2ccc(C)cc2)cc1 (configuration not stated)	-2	0.4	104	-12	0.1	-4	-4	2	1.2	107
CCC(c1nnnn1Cc1ccc2c(c1)OCO2)N1CCN(c2ccc(OC)cc2)CC1 (configuration not stated)	8	-0.3	99	15	-0.5	1	-4	-8	1.1	95
CCOC(=O)C1(Cc2ccccc2C)CCCN(Cc2ccc(NC(C)=O)cc2)C1 (configuration not stated)	13	1.9	99	0	-0.3	-1	-6	-13	0.66	104
O=C(N/N=C/c1cccn1-c1ccccc1)c1ccncc1	1	-0.7	101	5	0.1	-2	-6	-1	1.3	97
O=C(NCC1CCCO1)c1cc(S(=O)(=O)N2CCCC2)c(Cl)cc1Cl (configuration not stated)	-16	0.4	100	22	-0.1	-2	-2	16	1	87
O=C1/C(=C/c2ccc(O)cc2)CCc2ccc([N+](=O)[O-])cc21	11	4.0	98	5	-0.3	5	-6	-11	1.1	94
CCOC(=O)Cc1csc(NC(=O)C(C)(C)C)n1	9	1.0	105	-10	-0.2	-5	-1	-9	2	113
N=C1C(c2nc(-c3ccc(Br)cc3)cs2)=C(O)CN1NC(=O)c1ccc([N+](=O)[O-])cc1	-1	3.0	101	10	0.1	-2	0	1	1.1	97
COc1ccc(-c2noc(CN(C(=O)c3c(-c4ccccc4Cl)noc3C)C(C)C)n2)cc1	12	4.4	94	15	-0.2	6	0	-12	0.78	91
CCOCCCNc1nc2nc3ccc(C)cn3c(=O)c2cc1C(=O)NCC1CCCO1 (configuration not stated)	3	-0.7	103	12	0.0	-3	-3	-3	1.1	95
CCOC(=O)C1(S(=O)(=O)c2ccc(Cl)cc2)CCN(Cc2ccc(Cl)cc2)CC1	2	2.1	86	11	-0.2	16	-3	-2	0.97	93
Cc1ncc([N+](=O)[O-])n1CC(=O)Nc1ccccc1	0	-0.8	104	-2	-0.2	-6	-4	0	0.99	102
O=C(C(=O)N1CCN(c2ccccc2)CC1)c1c[nH]c2ccccc12	15	1.2	98	2	-0.2	3	-6	-14	1.1	99
CC(=O)c1c(C(=O)O)[nH]c(C(=O)O)c1C	-6	0.8	103	-1	0.1	-7	2	6	1.1	105

# More entries.
smiles	APP 5'UTR act	RAM network inh	STAT1 activator	STAT3 inh	Hsp70 activator	STAT1 blocker	FLuc inhib CS	APP 5UTR inh	NF-kB neuron act	STAT3 activator
COc1ccccc1S(=O)(=O)Cc1ccc(C(=O)N2CCOCC2)o1	6	0.7	115	0	-0.1	-17	-4	-6	1.1	105
O=C(NC1CCCCCC1)C1c2ccccc2C(=O)N1Cc1cccnc1 (configuration not stated)	2	3.2	92	-2	-0.2	8	-9	-2	1	105
O=C(CN1CCN(C(=O)c2ccco2)CC1)Nc1ccc(Cl)c(S(=O)(=O)N2CCOCC2)c1	4	5.5	90	17	-0.1	9	-4	-4	1.6	92
C#CCOCCOCCOCCNc1nc(N2CCN(C(=O)[C@H]([C@@H](C)O)n3cc(CCCCN)nn3)CC2)nc(N2CCN(C(=O)[C@H](C)n3cc(CCCN=C(N)N)nn3)CC2)n1	6	0.5	107	-2	-0.1	-7	-5	-6	1	99
CCOc1ncccc1C(=O)N1CCN(C(=O)c2ccccc2)CC1	5	0.1	99	-3	-0.4	2	-4	-5	1.3	104
COc1ccc(C(=O)NNC(=O)CNC(=O)C2CCCCC2)cc1	-8	0.2	100	18	-0.4	-1	-6	8	/	89
COC(c1ccccc1)c1nnc(CCC(=O)N2CCN(CCOc3ccccc3)CC2)o1 (configuration not stated)	-7	0.8	96	8	-0.3	5	-4	7	1.2	98
O=S(=O)([N-]c1nc2ccccc2nc1-[n+]1ccccc1)c1ccc(F)cc1	-1	0.1	105	13	-0.1	-7	-7	1	1.4	95
